# TcdB GH inh – TcdB glycohydrolase inhibition | TcdB glycohydrolase enzymatic assay, plate reader | inhibition, % at 9.99 µM | 350,000 compounds, 0.24% hits; in the data active = inhibition above about 10%
# Target sequence (P18177 whole entry, looked up): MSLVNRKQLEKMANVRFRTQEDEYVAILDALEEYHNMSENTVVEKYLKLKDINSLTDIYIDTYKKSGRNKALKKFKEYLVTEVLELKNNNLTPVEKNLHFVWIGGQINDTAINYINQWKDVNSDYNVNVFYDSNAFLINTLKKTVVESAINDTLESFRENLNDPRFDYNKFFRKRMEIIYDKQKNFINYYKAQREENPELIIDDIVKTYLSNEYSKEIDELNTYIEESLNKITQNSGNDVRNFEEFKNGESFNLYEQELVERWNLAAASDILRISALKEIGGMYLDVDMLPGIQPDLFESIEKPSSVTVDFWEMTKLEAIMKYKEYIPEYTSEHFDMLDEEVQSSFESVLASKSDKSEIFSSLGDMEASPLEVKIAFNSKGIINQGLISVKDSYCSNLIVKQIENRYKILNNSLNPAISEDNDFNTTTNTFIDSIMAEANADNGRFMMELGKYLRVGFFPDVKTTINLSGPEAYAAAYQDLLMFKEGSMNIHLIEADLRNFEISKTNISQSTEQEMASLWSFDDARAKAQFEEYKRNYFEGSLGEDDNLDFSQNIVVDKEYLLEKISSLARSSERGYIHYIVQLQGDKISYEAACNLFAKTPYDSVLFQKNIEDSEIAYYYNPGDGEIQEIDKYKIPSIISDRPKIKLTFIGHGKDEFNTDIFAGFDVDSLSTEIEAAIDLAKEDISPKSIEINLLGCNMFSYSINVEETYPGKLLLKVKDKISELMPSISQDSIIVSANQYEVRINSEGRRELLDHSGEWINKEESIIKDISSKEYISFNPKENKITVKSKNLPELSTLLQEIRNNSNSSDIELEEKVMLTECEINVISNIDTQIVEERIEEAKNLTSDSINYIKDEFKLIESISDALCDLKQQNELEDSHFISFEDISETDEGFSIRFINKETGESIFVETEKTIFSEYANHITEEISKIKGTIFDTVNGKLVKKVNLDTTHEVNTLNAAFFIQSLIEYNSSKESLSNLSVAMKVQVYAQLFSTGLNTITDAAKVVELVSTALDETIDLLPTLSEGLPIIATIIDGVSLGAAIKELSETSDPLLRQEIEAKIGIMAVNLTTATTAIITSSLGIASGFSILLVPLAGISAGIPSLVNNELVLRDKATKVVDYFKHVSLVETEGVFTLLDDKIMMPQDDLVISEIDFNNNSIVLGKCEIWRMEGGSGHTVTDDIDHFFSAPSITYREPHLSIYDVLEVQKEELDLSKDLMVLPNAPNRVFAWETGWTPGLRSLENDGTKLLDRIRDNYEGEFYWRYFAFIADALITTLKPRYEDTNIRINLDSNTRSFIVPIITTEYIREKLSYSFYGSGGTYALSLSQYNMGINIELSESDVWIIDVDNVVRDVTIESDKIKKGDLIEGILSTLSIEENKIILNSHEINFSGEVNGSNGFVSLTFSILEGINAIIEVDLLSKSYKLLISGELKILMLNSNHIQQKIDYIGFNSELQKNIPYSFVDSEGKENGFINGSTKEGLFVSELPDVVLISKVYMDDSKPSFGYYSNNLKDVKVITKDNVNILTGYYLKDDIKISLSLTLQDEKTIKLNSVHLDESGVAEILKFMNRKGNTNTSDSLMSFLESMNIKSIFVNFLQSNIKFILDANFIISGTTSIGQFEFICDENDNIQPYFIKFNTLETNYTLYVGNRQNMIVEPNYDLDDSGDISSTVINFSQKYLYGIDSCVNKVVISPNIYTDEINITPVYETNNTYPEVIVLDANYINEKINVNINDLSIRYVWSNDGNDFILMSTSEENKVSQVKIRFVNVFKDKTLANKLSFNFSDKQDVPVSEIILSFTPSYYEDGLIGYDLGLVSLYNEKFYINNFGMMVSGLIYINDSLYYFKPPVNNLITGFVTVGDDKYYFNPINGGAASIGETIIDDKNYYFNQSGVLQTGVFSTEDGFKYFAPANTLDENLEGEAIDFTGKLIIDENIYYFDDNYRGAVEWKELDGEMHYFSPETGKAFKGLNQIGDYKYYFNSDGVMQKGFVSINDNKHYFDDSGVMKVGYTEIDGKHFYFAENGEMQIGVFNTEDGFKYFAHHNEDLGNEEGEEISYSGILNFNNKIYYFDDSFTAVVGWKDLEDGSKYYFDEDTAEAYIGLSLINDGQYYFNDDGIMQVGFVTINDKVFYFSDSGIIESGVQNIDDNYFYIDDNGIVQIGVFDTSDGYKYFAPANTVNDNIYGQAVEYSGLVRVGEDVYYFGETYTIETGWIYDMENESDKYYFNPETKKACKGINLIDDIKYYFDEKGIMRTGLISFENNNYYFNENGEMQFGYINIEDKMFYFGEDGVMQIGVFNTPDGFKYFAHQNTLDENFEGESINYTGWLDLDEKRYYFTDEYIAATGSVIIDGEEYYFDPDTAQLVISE
# Rv3671c protease – inhibitors of M. tuberculosis serine protease Rv3671c; P9WHR9; inhibition, % at 5.96 µM; 320,000 compounds, 0.048% hits; AID 2606; in the data active = inhibition above about 38%;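 also: extracellular domain of Rv3671c used as enzyme; 0% = enzyme with DMSO and 100% = no enzyme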
# DUSP3 inh – DUSP3 (human) phosphatase inhibition; P51452; recombinant VHR phosphatase, pNPP absorbance; inhibition, % at 13.3 µM; 290,000 compounds, 0.52% hits; AID 1654; in the data active = inhibition above about 50%; also: some compounds called inactive have numbers as strong as hits
# BH1578 lux ind – quorum light induction in luxS cqsA deficient V. cholerae; V. cholerae BH1578 lux reporter, luminescence, 6 h; activation, % at 18.7 µM; 350,000 compounds, 0.16% hits; AID 588436; in the data active = activation mostly above about 9.7%, no sharp cut-off; inconclusive = no clear call, values can overlap the other calls; inactive = mostly below about 3.7%; also: not every result past the cut was called active; inactives centre near 0; reference of the scale not given here
# Anthrax LF prot – inhibitors of Bacillus anthracis lethal factor protease. P15917. multiplex microsphere protease cleavage assay, LF. inhibition, % at 10 µM. 360,000 compounds, 0.12% hits. AID 588501; in the data active = inhibition above about 30%; inconclusive = no clear call, values can overlap the other calls; also: plate controls were buffer without enzyme for full effect and enzyme alone for no effect
# MazEF act – increases E. coli MazEF RNase cleavage of RNA; P0AE70; FAM/BHQ RNA-DNA oligo cleavage fluorescence, 5 h; activation, % at 20 µM; 350,000 compounds, 0.32% hits; in the data active = activation above about 50%
# SSB-PriA inh – K. pneumoniae PriA-SSBct interaction inhibition. AID 1272365. 430,000 compounds, 0.6% hits. AlphaScreen SSBct-PriA binding, biotinylated peptide. inhibition, % at 33 µM; in the data active = inhibition mostly above about 37%, no sharp cut-off; inactive = mostly below about 20%;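 also: plate controls were negative control peptide for no effect and reference peptide for full effect; strong numbers were not always called active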
# Y pestis TopoI – inhibitors of Yersinia pestis topoisomerase I. 360,000 compounds, 0.064% hits. AID 504884. activity, % at 10 µM. Y. pestis Topo-I cleavage product accumulation, plate reader; in the data active = activity above about 50%, passing the limit was not always enough; inconclusive = no clear call, values can overlap the other calls; also: inactives centre near 2
# SARS 3CLpro inh – SARS-CoV 3CLpro protease inhibition; recombinant SARS-CoV 3CLpro, quenched FRET peptide cleavage; inhibition, % at 6 µM; 290,000 compounds, 0.14% hits; in the data active = inhibition above about 12%
# PfHsp40 rescue – restores yeast growth despite PfHsp40 toxicity. S. cerevisiae expressing PfHsp40, growth rescue, ATP luminescence. growth rescue, % at 12.5 µM. 340,000 compounds, 0.68% hits. AID 504582; in the data active = growth rescue above about 28%, passing the limit was not always enough; inconclusive = no clear call, values can overlap the other calls;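 also: yeast W303a lacking pdr1 and pdr3 grown in galactose medium; growth measured after three days at 30 °C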
# * hit, by the source's call; i = inactive; ? = inconclusive; / = not tested or not shown; & = joins results of further samples.
SMILES,TcdB GH inh,Rv3671c protease,DUSP3 inh,BH1578 lux ind,Anthrax LF prot,MazEF act,SSB-PriA inh,Y pestis TopoI,SARS 3CLpro inh,PfHsp40 rescue
COc1ccc(NC(=O)N(C)[C@H]2C[C@H]3c4[nH]c5ccccc5c4CCN3C[C@H]2[C@H](C)O)cc1,0.1,/,/,i,-11,5,/,12,/,/
CCC(C)[C@H]1CNC(=O)C(=O)N1CCCc1cc(OC)c(OC)c(OC)c1 (stereo not given in full),-1.3,-6,-9,-1.2,0,-3,-6,-4,/,0.9
Cc1ccc(C)c(S(=O)(=O)N2CCN(c3nc(CN4CCOCC4)nc4sc(C)c(C)c34)CC2)c1,0.4,-10,/,-0.5,-2,-9,4,15,/,0.2
O=C(CSc1nnnn1C1CCCCC1)NCCc1ccccc1,2.6,6,-9,i,7,-5,-4,5,-1,1.9
CCc1ccccc1OCC(=O)Nc1ccc2c(c1)OCCO2,0.8,0,2,-0.2,1,5,-19,13,1,3.1
O=S(=O)(N/N=C/c1ccc(F)cc1)c1ccccc1,1.4,13,-17,-2.8,-9,10,/,3,-1,0.6
Cn1c2c(c(=O)[nH]c1=O)C(NC(=O)c1ccco1)(C(F)(F)F)C(=O)N2 (stereo not given),/,5,6,-10,-1,8,-8,-3,-3,0.3
CCN(CC)S(=O)(=O)c1cccc(-c2nnc(SCC(=O)NCCC3=CCCCC3)n2N)c1,/,5,22,-0.2,-1,-1,-12,2,-4,0.4
CC(=O)n1nc(-c2ccco2)nc1SCc1ccccc1,/,-5,21,-0.3,-4,-20,-2,14,-2,2.9
CCOC(=O)CSc1nnc(C)c(=O)[nH]1,/,-18,-17,/,-2,-4,3&0,-6,0,-1.7
CCOc1ccc2nc(SCC(=O)NC3CCCCC3)[nH]c2c1,2.7,-6,-17,-0.3,-1,5,-13,7,4,1.0
COc1ccc(OCC(=O)Nc2ccc3c(c2)nc(CCn2ccccc2=O)n3C)cc1,1.7,-3,35,-0.3,1,6,1,8,-3,-0.8
CC(C)NC[C@H](O)c1ccc(O)c(O)c1,-31,8,/,i,-8,11,-2,-7,/,-1.3
CCc1nnc(NC(=O)CSCc2cc(=O)n3nc(C)sc3n2)s1,1.2,2,-12,i,-3,5,-13,-7,3,-0.6
Cc1ccccc1OCC(=O)N/N=C/c1cn(Cc2ccccc2)c2ccccc12,/,2,3,i,-1,-6,/,19,0,-0.8
CC1CCCCC1NC(=O)CN1c2cccc3cccc(c23)S1(=O)=O (stereo not given),0.9,0,/,i,2,-4,-14,16,/,-0.1
Cc1cc(NC(=O)c2ccc(Cl)cc2)n(CCOC(=O)c2ccc(Cl)cc2)n1,/,-3,-1,0.0,0,-6,-11,1,-1,-0.7
COc1ccc(CCNc2nc(-c3sc(C)nc3C)cs2)cc1OC,/,-3,35,-0.4,?,-5,-6,9,-1,-0.1
O=C1CC(c2ccccc2)NC(=S)N1 (stereo not given),-0.9,/,/,-0.4,0,1,/,6,/,/
Cc1ccc(NC(=O)c2ccc(S(=O)(=O)N3CCCCC3)cc2)cc1,/,-8,31,i,-4,5,10,3,-2,1.5
O=C(CCN1C(=O)/C(=C/c2ccccc2Cl)SC1=S)N1CCCC1,3.6,-13,5,-11,1,12,12,7,8,0.2
CCOC(=O)c1cc(-c2ccc(OC)cc2)nc2c1c(C)nn2CCC(N)=S,1.5,-9,14,-0.4,-3,5,1,34,3,5.0
COc1ccc(OCC(=O)OCC(=O)NC2CC2)cc1,-0.3,-3,/,0.0,-3,-3,-4,-1,/,0.2
COC(=O)[C@]1(C)N[C@H](CN(C)C(=O)c2ccc(F)cc2)[C@@H]2C(=O)N(Cc3ccccc3)C(=O)[C@@H]21,-0.2,1,/,i,-6,-13,1,2,/,0.0
Cc1ccc(C(=O)OCC(=O)N2CCC(Cc3ccccc3)CC2)cc1N,-2.0,4,18,-0.2,2,1,2,17,1,4.2

# 5 of the compounds above, tab-delimited.
compound	TcdB GH inh	Rv3671c protease	DUSP3 inh	BH1578 lux ind	Anthrax LF prot	MazEF act	SSB-PriA inh	Y pestis TopoI	SARS 3CLpro inh	PfHsp40 rescue
Cc1ccc(C)c(S(=O)(=O)N2CCN(c3nc(CN4CCOCC4)nc4sc(C)c(C)c34)CC2)c1	0.4	-10	/	-0.5	-2	-9	4	15	/	0.2
O=C(CSc1nnnn1C1CCCCC1)NCCc1ccccc1	2.6	6	-9	i	7	-5	-4	5	-1	1.9
CCc1ccccc1OCC(=O)Nc1ccc2c(c1)OCCO2	0.8	0	2	-0.2	1	5	-19	13	1	3.1
O=S(=O)(N/N=C/c1ccc(F)cc1)c1ccccc1	1.4	13	-17	-2.8	-9	10	/	3	-1	0.6
Cn1c2c(c(=O)[nH]c1=O)C(NC(=O)c1ccco1)(C(F)(F)F)C(=O)N2 (stereo not given)	/	5	6	-10	-1	8	-8	-3	-3	0.3

# Back to the main list with the 3 entries that preceded the break.
SMILES,TcdB GH inh,Rv3671c protease,DUSP3 inh,BH1578 lux ind,Anthrax LF prot,MazEF act,SSB-PriA inh,Y pestis TopoI,SARS 3CLpro inh,PfHsp40 rescue
COc1ccc(OCC(=O)OCC(=O)NC2CC2)cc1,-0.3,-3,/,0.0,-3,-3,-4,-1,/,0.2
COC(=O)[C@]1(C)N[C@H](CN(C)C(=O)c2ccc(F)cc2)[C@@H]2C(=O)N(Cc3ccccc3)C(=O)[C@@H]21,-0.2,1,/,i,-6,-13,1,2,/,0.0
Cc1ccc(C(=O)OCC(=O)N2CCC(Cc3ccccc3)CC2)cc1N,-2.0,4,18,-0.2,2,1,2,17,1,4.2
O=C(O)C1C2C=CC(O2)C1C(=O)NCc1ccc(Cl)cc1 (stereo not given),/,-5,3,-1.3,17,4,-6,-8,5,2.3
CC(C)OC(=O)c1ccc2nc3ccccc3nc2c1,-0.8,-5,/,i,12,3,15,-3,-4,-0.6
CCOC(=O)c1sc(-c2ccc(C)cc2)c(C#N)c1C,0.8,4,13,-0.2,-1,-9,-17,-4,-2,0.1
CCc1nc2ccc(C(=O)NCc3ccco3)cc2nc1CC,/,-4,3,/,-1,5,-8,10,-3,-0.4
CCC(C)C(CO)NCCCn1cnc(C(=O)Nc2ccc(C)c(C)c2)n1 (stereo not given),0.8,/,/,i,4,0,-18,-2,/,-1.0
CN(c1cccc(NC(=O)c2ccc(CN3CCc4ccccc4C3)cc2)c1)S(C)(=O)=O,0.1,/,22,-2.0,-1,-2,5,29,4,0.7
Cc1nc2ccccn2c1C(=O)/C=C/c1cccc([N+](=O)[O-])c1,1.5,-6,29,i,1,-21,-3,-4,2,0.9
CCOC(=O)C1CCN(S(=O)(=O)CCNC(=O)c2ccc(F)cc2)CC1,1.7,5,/,i,0,4,-13&6,-4,/,-0.4
O=c1[nH]c(=O)n(CCc2ccccc2)c(O)c1C=NCCCn1ccnc1,/,0,-1,-0.5,0,-15,-3,-3,10,1.6
COc1ccccc1CN1CC(C(=O)NCc2cc(F)ccc2C)CCC1=O (stereo not given),1.7,/,2,-0.3,2,8,9,8,2,0.7
CCOc1cc(NC(=O)c2ccccn2)c(OCC)cc1NC(=O)c1ccc(C)cc1,0.0,-2,-5,-0.4,3,7,-13,-7,7,2.8
O=C(Nc1ccccc1-c1ccccc1)c1ccc(Cl)c([N+](=O)[O-])c1,/,-3,-6,i,-1,-4,18,-16,-2,2.6
O=C1C2CC=CCC2C(=O)N1Cc1ccccc1 (stereo not given),1.3,5,13,0.2,-1,2,1,3,-2,?
Cc1cc(=O)[nH]c(N/N=C/c2ccc(N(C)C)cc2)n1,1.7,3,3,0.3,0,-10,/,-7,3,0.4
Cc1ccc(CNC(=O)CCNS(=O)(=O)c2cccc3nonc23)cc1,-0.2,4,16,i,-4,-3,-8,-1,4,-0.8
COc1ccc(-c2nnc3ccc(SCC(=O)N4CCCC4)nn23)cc1,2.2,8,26,-0.3,-5,6,-4,0,3,0.1
Cn1c(=O)c2c(ncn2CC(=O)N2CCN(S(=O)(=O)c3ccc(F)cc3)CC2)n(C)c1=O,-0.3,9,/,i,-3,-3,7,-4,/,-0.2
CN(CC(=O)Nc1ccccc1C(F)(F)F)CC(=O)N1CCCCCC1,3.3,1,/,0.9,6,1,-6,5,/,0.1
O=C1NC(=O)N(c2ccccc2)C(=O)/C1=C/c1ccc([N+](=O)[O-])s1,-0.2,-16,9,i,-5,-37,10,-20,-2,2.2
Nc1cc(Cl)ccc1N1C(=O)CCC1=O,-0.8,-3,27,-1.1,4,8,-2,6,3,-1.6
COn1c2c(c3c4nonc4ccc31)CCCC2,1.8,-7,14,i,2,11,-19,0,-2,0.4

# Single records, as listed above.
# Results for Nc1cc(Cl)ccc1N1C(=O)CCC1=O → TcdB GH inh = -0.8; Rv3671c protease = -3; DUSP3 inh = 27; BH1578 lux ind = -1.1; Anthrax LF prot = 4; MazEF act = 8; SSB-PriA inh = -2; Y pestis TopoI = 6; SARS 3CLpro inh = 3; PfHsp40 rescue = -1.6
# Results for CCOC(=O)c1sc(-c2ccc(C)cc2)c(C#N)c1C → TcdB GH inh = 0.8; Rv3671c protease = 4; DUSP3 inh = 13; BH1578 lux ind = -0.2; Anthrax LF prot = -1; MazEF act = -9; SSB-PriA inh = -17; Y pestis TopoI = -4; SARS 3CLpro inh = -2; PfHsp40 rescue = 0.1

# Screening results (PubChem)

# An excerpt, so the mix of outcomes need not match the whole.
